# From PubChem BioAssay
# TRPC6 inhibitor: inhibitors of mouse TRPC6 channel; Q61143; HEK293-TRPC6, membrane potential dye, ACh-evoked depolarization; active compounds read low; B-score at 10 µM; actives 1.1% (n = 310,000); AID 2553;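 active = B-score under library mean minus 3 SD, initial fluorescence not abnormally high, positive integrated signal ratio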;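 note: B-score derived from integrated fluorescence ratio over the kinetic read; more negative B-score means stronger inhibition of depolarization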
# Target sequence (Q61143 whole entry, looked up): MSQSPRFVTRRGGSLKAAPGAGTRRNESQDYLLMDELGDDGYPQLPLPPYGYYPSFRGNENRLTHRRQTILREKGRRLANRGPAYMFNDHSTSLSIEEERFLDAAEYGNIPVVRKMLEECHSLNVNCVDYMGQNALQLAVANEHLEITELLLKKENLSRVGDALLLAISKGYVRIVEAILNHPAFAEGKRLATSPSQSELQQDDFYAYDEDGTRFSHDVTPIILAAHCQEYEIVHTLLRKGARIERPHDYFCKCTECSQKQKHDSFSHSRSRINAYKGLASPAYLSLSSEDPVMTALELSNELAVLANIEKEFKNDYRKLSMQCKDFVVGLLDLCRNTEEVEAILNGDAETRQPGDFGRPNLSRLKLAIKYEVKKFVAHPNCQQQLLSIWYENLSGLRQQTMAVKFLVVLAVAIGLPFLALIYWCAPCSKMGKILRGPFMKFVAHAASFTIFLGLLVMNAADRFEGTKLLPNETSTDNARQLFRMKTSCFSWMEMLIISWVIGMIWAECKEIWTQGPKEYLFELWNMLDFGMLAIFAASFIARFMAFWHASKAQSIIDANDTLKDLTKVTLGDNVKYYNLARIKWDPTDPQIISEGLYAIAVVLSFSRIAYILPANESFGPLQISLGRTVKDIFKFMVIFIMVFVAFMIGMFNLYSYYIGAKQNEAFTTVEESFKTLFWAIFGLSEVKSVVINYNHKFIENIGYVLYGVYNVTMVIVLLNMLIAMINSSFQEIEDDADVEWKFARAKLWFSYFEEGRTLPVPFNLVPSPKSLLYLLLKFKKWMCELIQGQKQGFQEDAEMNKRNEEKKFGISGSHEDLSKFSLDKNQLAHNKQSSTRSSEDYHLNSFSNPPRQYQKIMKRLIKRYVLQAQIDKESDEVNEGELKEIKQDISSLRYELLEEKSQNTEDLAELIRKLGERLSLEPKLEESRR
# MrgX1 antag: antagonists of human MrgX1 receptor; Q96LB2; actives 1.3% (n = 310,000); MRGX1-HEK293 calcium flux, Fluo-4, BAM8-22 antagonism; active compounds read low; B-score at 10 µM; AID 588676;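 active = calcium-response B-score plate-corrected more than 3 library SD below zero, starting fluorescence within 5 deviations, no agonist response on first addition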;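 note: peak minus trough fluorescence over baseline after final BAM8-22 challenge near maximal dose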
# SKKanGAS inh: blocks kanamycin growth of S. pyogenes SKKanGAS strain; actives 1.3% (n = 300,000); inhibition, % at 7.5 µM; BacTiter-Glo, 6 h; AID 1662;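 active = mean replicate score, as percent of positive control median, at least 50; inconclusive = mean below 50 but one replicate at or above 50; inactive = mean and every replicate below 50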;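 note: strain carries kanamycin resistance gene driven by streptokinase promoter and grows in 40 µg/ml kanamycin; loss of luminescence reflects streptokinase promoter inhibition or plain growth inhibition; 0% = median of DMSO wells and 100% = positive control at its reference dose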
# TMEM16A act: mouse TMEM16A channel activation, primary screen. Q8BHY3. HEK293 TMEM16A/YFP-H148Q/I152L, iodide quench fluorescence; active compounds read low. B-score at 10 µM. actives 0.3% (n = 340,000);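 active = fluorescence-ratio B-score plate-corrected deviation score at least 3 library SD below zero, with starting fluorescence score within 5 deviations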;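 note: channel opened by trigger with iodide after compound preincubation; score built on the fluorescence ratio of max minus min over baseline; more negative score means more quench and so TMEM16A activation or potentiation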
# TRPC6 activator: activators of mouse TRPC6 channel; B-score at 10 µM; HEK293-TRPC6 membrane potential dye fluorescence; active compounds read high; Q61143; actives 0.13% (n = 310,000);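 active = B-score of the integrated fluorescence ratio above library mean plus 3 SD, and starting fluorescence ratio within library mean plus 5 SD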;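 note: higher score means more depolarization so channel activation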
# TRPC4 block: blocks the mouse TRPC4 cation channel. Q9QUQ5. HEK293 TRPC4beta/mu-opioid, DAMGO-evoked Fluo4 calcium flux; active compounds read low. B-score at 10 µM. actives 0.39% (n = 300,000);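 active = B-score over 3 SD under the library average, no early fluorescence shift, positive overall ratio signal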
#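 material = TRPC4beta/mu-opioid receptor HEK293 cell line | probe or stimulus = sequential submaximal and maximal DAMGO stimulation | compound dosing = one concentration per compound | measured by = Fluo4 Ca2+ flux fluorescence | evaluation = integrated fluorescence ratio relative to baseline, converted to per-well B score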
# MrgX1 allo act: human MrgX1 positive allosteric modulation, primary screen; B-score at 10 µM; AID 588675; actives 0.63% (n = 310,000); MrgX1-HEK293, Fluo-4 calcium flux, FDSS; active compounds read high; Q96LB2;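 active = plate-corrected calcium response at least 3 library SD above typical, normal starting fluorescence, not activating the receptor alone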;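 note: compound read alongside a low EC10 to EC30 dose of BAM8-22 agonist; peak minus trough fluorescence over baseline measured at the second addition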
# TRPC4 agonist: activators of mouse TRPC4 channel; B-score at 10 µM; actives 0.49% (n = 310,000); HEK293 TRPC4beta/mu-opioid, Fluo4 calcium fluorescence; active compounds read high; AID 2237; Q9QUQ5;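 active = B-score above 5 SD of library B-scores, and initial fluorescence ratio not above library mean plus 5 SD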;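 note: positive B-score marks a calcium rise read as TRPC4 activation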
#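 Technique: kinetic Fluo4 calcium fluorescence; Test system: TRPC4beta and mu-opioid receptor HEK293 stable cells; Measure: B-scored integrated calcium fluorescence ratio; Benchmarks: low control buffer alone, high control maximal DAMGO; Schedule: 45 min room-temperature Fluo4 loading, 110 s read.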
# TRPC4 potent: allosterically enhances the mouse TRPC4 cation channel | actives 0.42% (n = 310,000) | B-score at 10 µM | Q9QUQ5 | HEK293 TRPC4beta/mu-opioid, DAMGO EC20, Fluo-4 Ca2+ flux; active compounds read high;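 active = B-score of calcium response area above 5 SD of library B-scores, with initial fluorescence ratio within 5 SD of library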;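 note: B-score of integrated fluorescence ratio over time as area under calcium response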
# ANO1 block: inhibitors of mouse TMEM16A calcium-activated chloride channel | Q8BHY3 | HEK293 TMEM16A/YFP iodide influx fluorescence, ionomycin | normalized B-score (activity score, 25-100; higher = stronger inhibition) at 10 µM | actives 1.2% (n = 310,000) | AID 588511;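 active = ratio plate-corrected score three or more library SD toward inhibition, starting fluorescence score within five deviations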;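 note: score derived from kinetic fluorescence span divided by baseline fluorescence per well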
# MrgX1 agonist: agonists of human MrgX1 receptor; AID 588627; B-score at 10 µM; MrgX1-HEK293 cells, Fluo-4 calcium fluorescence, agonist mode; active compounds read high; actives 0.44% (n = 310,000);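 active = calcium response B-score plate-corrected fluorescence ratio at least 3 library SD, with starting fluorescence B-score inside 5 SD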
#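 Material – MrgX1-expressing HEK293 cells · Input – 15,000 cells seeded per well · Dosing – compound as first of three additions · Times – overnight seeding, then 1 h dark dye loading · Measured by – kinetic Fluo-4 NW fluorescence of intracellular calcium · Read-out – B-scored fluorescence response ratio · Benchmarks – positive and negative control wells on each plate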
# Numbers without * were called inactive; i = inactive; ? = inconclusive.
SMILES,TRPC6 inhibitor,MrgX1 antag,SKKanGAS inh,TMEM16A act,TRPC6 activator,TRPC4 block,MrgX1 allo act,TRPC4 agonist,TRPC4 potent,ANO1 block,MrgX1 agonist
O=C(N[C@@H](Cc1c[nH]c2ccccc12)C(=O)NC1CC1)c1ccccc1Cl,i,i,1.6,i,i,i,i,i,i,i,i
Cc1[nH]nc(-c2ccc(OCc3cnn(-c4ccccc4)c3)cc2O)c1Oc1ccc(Cl)cc1,i,i,21.4,i,i,i,i,i,i,i,i
Cc1cc(C)n2nc(SC(C)C(=O)NCc3ccco3)nc2n1 (stereo not given),i,i,-1.4,i,i,i,i,i,i,i,i
COc1ccc(S(=O)(=O)Nc2c(C)cc(C)cc2C)c2cccnc12,i,i,24.2,i,i,i,i,i,i,i,i
CCCCn1c(N)c(N(CCOC)C(=O)c2ccc(C)c(S(=O)(=O)N3CCCCC3)c2)c(=O)[nH]c1=O,-5.76*,i,-5.4,i,i,i,i,i,i,i,i
CC1N(C)c2cccc3cccc(c23)N1C,i,i,-20.2,i,i,i,i,i,i,i,32.6*
COc1ccc(C(=O)N2CCN(CC(=O)N3CCOCC3)CC2)cc1,i,i,-3.8,i,i,i,i,i,i,i,i
O=C(NC(=S)NCCN1CCOCC1)c1ccccc1,i,i,2.2,i,i,i,i,i,i,i,i
Cc1cc(NC(=O)Nc2cc(Cl)ccc2C)no1,i,i,-7.4,i,i,i,i,i,i,i,i
C/C(=N\NC(=O)c1cc(C(C)C)[nH]n1)c1ccncc1,i,i,-2.9,i,i,i,i,i,i,i,i
Cc1c(Cl)cnn1CC(=O)NC1C(=O)N2C(C(=O)O)=C(CSc3nnnn3C)CSC12 (stereo not given),i,i,120.4*,i,i,i,i,i,i,i,i
Cc1c(Cl)c(C(=O)NNC(=S)NCc2ccco2)nn1C,i,i,-1.5,i,i,i,i,i,i,i,i
O=C1CN(C(=O)c2ccc(Br)o2)C(c2ccccc2)c2cc(Br)ccc2N1 (stereo not given),i,i,6.1,i,i,i,i,i,13*,i,i
O=C(N=C1SC2CS(=O)(=O)CC2N1Cc1ccccc1Cl)C1CCCO1 (stereo not given),i,i,0.6,i,i,i,i,i,i,i,i
CSc1ccc(/C=C(\NC(=O)c2ccc(C)cc2)C(=O)Nc2cccc(C)c2)cc1,i,i,-0.7,i,i,i,i,i,i,i,i
COc1ccccc1OCC(=O)N1CCN(c2ccccc2OC)CC1,i,i,-8.3,i,i,i,i,i,i,i,i
C/C(=N\Nc1cccc(Cl)c1)C1(C)N(O)C(C)(C)C(c2ccco2)=[N+]1[O-] (stereo not given),i,i,3.7,i,i,i,i,i,i,i,i
O=C(Cn1ncc2c1-c1ccccc1OC2)N(Cc1ccco1)C1CCCCC1,i,i,1.8,i,i,i,i,i,i,i,i
Cc1cc(F)ccc1S(=O)(=O)N1CCCCC1CCNC(=O)C(=O)NCCN1CCOCC1 (stereo not given),i,i,-5.5,i,i,i,i,i,i,i,i
O=C(Nc1ccc(Cl)cc1)Nc1ccon1,i,i,-5.3,i,i,i,i,i,i,i,i
O=[N+]([O-])c1cccc(Nc2c3ccccc3nc3ccccc23)c1,i,i,2.5,i,i,-7*,i,i,i,i,i
COc1cc(/C=C2/NC(=O)N(CC(=O)Nc3cccc(C)c3)C2=O)ccc1OCC(N)=O,i,i,1.3,i,i,i,i,i,i,i,i
CCN(C(=O)C(C)OC(=O)CCCNC(=O)c1ccc(Cl)cc1)c1ccccc1 (stereo not given),i,i,-4.5,i,i,i,i,i,i,i,i
Cc1ccc(C(=O)CCS(=O)(=O)c2ccc(F)cc2)cc1,i,i,-10.2,i,i,i,i,i,i,i,i

# At a glance, 2 of the compounds above:
SMILES,TRPC6 inhibitor,MrgX1 antag,SKKanGAS inh,TMEM16A act,TRPC6 activator,TRPC4 block,MrgX1 allo act,TRPC4 agonist,TRPC4 potent,ANO1 block,MrgX1 agonist
CCN(C(=O)C(C)OC(=O)CCCNC(=O)c1ccc(Cl)cc1)c1ccccc1 (stereo not given),i,i,-4.5,i,i,i,i,i,i,i,i
Cc1ccc(C(=O)CCS(=O)(=O)c2ccc(F)cc2)cc1,i,i,-10.2,i,i,i,i,i,i,i,i

# The list continues:
SMILES,TRPC6 inhibitor,MrgX1 antag,SKKanGAS inh,TMEM16A act,TRPC6 activator,TRPC4 block,MrgX1 allo act,TRPC4 agonist,TRPC4 potent,ANO1 block,MrgX1 agonist
CCC(C)COC(=O)c1ccc(C(=O)O)cc1 (stereo not given),i,i,11.6,i,i,i,i,i,i,i,i
CCCCN(C(=O)CNC(=O)c1ccco1)C(C(=O)NC1CCCCC1)c1cccnc1 (stereo not given),i,i,-1.7,i,i,i,i,i,i,i,i
Cc1cc2c(cc1C)NC(c1nc3ccccc3[nH]1)C1=C(CC(C)(C)CC1=O)N2 (stereo not given),i,i,1.5,i,i,i,i,i,i,i,i
CCOc1ccc(C(C)NC(=O)c2cc(=O)[nH]c3ccccc23)cc1OCC (stereo not given),i,i,-1.2,i,i,i,i,i,i,i,i
Cc1nc(SCc2ccc(F)cc2)c2oc3ccccc3c2n1,i,i,-1.8,i,i,i,i,i,i,i,i
CC(=O)N1c2ccccc2NC2=C(C(=O)CCC2)C1c1ccc(F)cc1 (stereo not given),i,i,-3.4,i,i,i,i,i,i,i,i
COC(=O)c1ccc(COc2ccc(C=O)cc2)o1,i,i,1.5,i,i,i,i,i,i,i,i
Cc1cc(C)nc(NS(=O)(=O)c2ccc(NC(=O)C(C)Oc3ccccc3F)cc2)n1 (stereo not given),i,i,0.0,i,i,i,i,i,i,i,i
O=C(NCCN1CCCCC1)Nc1ccc(F)c(Cl)c1,i,i,-7.3,i,i,i,i,i,i,i,i
Cc1nc2ncnn2c(C)c1Cc1ccccc1Cl,i,i,-2.2,i,i,i,i,i,i,i,i
CN(C(=O)CSc1nc2cc([N+](=O)[O-])ccc2n1-c1ccc(F)cc1)C1CCS(=O)(=O)C1 (stereo not given),i,i,-6.2,i,i,i,i,i,i,i,i
CCOC(=O)COc1ccc(C)cc1-c1ccno1,i,i,0.0,i,i,i,i,i,i,i,i
CCC(C)C(=O)Nc1nc(C)c(-c2csc(Nc3ccc(Cl)cc3)n2)s1 (stereo not given),i,i,21.7,i,i,i,i,i,i,i,i
CCOC(=O)CN1C(=O)CN(c2ccc(C)c(C)c2)C1=O,i,i,-8.9,i,i,i,i,i,i,i,i
CC(C)C(NS(=O)(=O)c1ccccc1)C(=O)N1CCCC1 (stereo not given),i,i,-4.6,i,i,i,i,i,i,i,i
COc1ccccc1-c1csc(NC(=O)c2ccc(N3C(=O)CCC3=O)cc2)n1,i,i,5.3,i,i,i,i,i,i,i,i
Cc1c(-n2cc(C(=O)c3cc(Br)ccc3O)cc(C#N)c2=O)c(=O)n(-c2ccccc2)n1C,i,i,?,i,i,i,i,i,i,i,i
COc1ccc(N(CC(=O)NCCC2=CCCCC2)S(=O)(=O)c2ccccc2F)cc1,i,i,-10.5,i,i,i,i,i,i,i,i
COc1ccc(C2C3=C(CC(C)(C)CC3=O)OC(N)=C2[N+](=O)[O-])cc1 (stereo not given),i,i,-0.9,i,i,i,i,i,i,i,i
CC(C)(C)c1ccc(C(=O)NCCOc2ccccc2)cc1,i,i,-4.2,i,i,i,i,i,i,i,i
CCC(=O)N1CCN(CCN=CC2=C(O)CC(c3cccs3)CC2=O)CC1 (stereo not given),i,i,-1.7,i,i,i,i,i,i,i,i
CCCN(C(=O)C(=O)Nc1ccc2nc3n(c(=O)c2c1)CCCCC3)c1ccc(OCC)cc1,i,i,21.7,i,i,i,i,i,i,i,i
C/C(CC(=O)Nc1cccc2c1CCCC2)=N\NC(=O)COc1ccccc1,i,i,7.8,i,i,i,i,i,i,i,i
CCN(CC)CCN1C(=O)C2C(C(=O)Nc3cc(C)cc(C)c3)C3C=CC2(O3)C1C(=O)NC1CCCCC1 (stereo not given),i,i,0.8,i,i,i,i,47*,i,i,i
Cc1onc(-c2ccccc2)c1C(=O)NNC(=O)c1ccccc1O,i,i,27.2,i,i,i,i,i,i,i,i
Cc1[nH]nc2oc(=O)c(CCO)c(C)c12,i,i,-7.7,i,i,i,i,i,i,i,i
CCC(C)NS(=O)(=O)c1ccc(OCC(=O)Nc2ccc3c(c2)OCCO3)cc1 (stereo not given),i,i,-7.7,i,i,i,i,i,i,i,i
CCOC(CNC(=O)C(=O)Nc1cc2c3c(c1)CCN3C(=O)CC2)OCC,i,i,1.6,i,i,i,i,i,i,i,i
Cc1c(Br)c([N+](=O)[O-])nn1CC(=O)N1CCN(Cc2ccccc2)CC1,i,i,-3.6,i,i,i,i,i,i,i,i
Cc1cc(C)cc(OCC(=O)OCC(=O)N2CCc3ccccc32)c1,i,i,19.7,i,i,i,i,i,i,i,i
Cn1c(CNC(=O)CNS(=O)(=O)c2ccc(Br)cc2)cc(=O)n(C)c1=O,i,i,-2.0,i,i,i,i,i,i,i,i
O=C(OCC(=O)N1CCCc2ccccc21)c1cccc(C(F)(F)F)c1,i,i,11.2,i,i,i,i,i,i,i,i
C/C(CC(=O)Nc1ccccc1-c1ccccc1)=N\NC(=O)COc1ccc(C)cc1Br,i,i,2.5,i,i,i,i,i,i,i,i
CCN(CCCNC(=O)COc1cc(=O)n(CC)c2ccccc12)c1ccccc1,i,i,0.4,i,i,i,i,i,i,i,i
Cc1ccc(S(=O)(=O)CCC(=O)OCc2cc(C)ccc2C)cc1,i,i,-10.8,i,i,i,i,i,i,i,i
COc1ccc(C(C)(C)C)cc1NC(=O)C1C2C=CC(C2)C1C(=O)O (stereo not given),i,i,-2.6,i,i,i,i,i,i,i,i
COc1cccc(C(=O)CN(C(=O)c2ccc(Cl)c(Cl)c2)N2C(=O)c3ccccc3C2=O)c1,i,i,7.2,i,i,i,i,i,i,i,i
CCc1ccc(NC(=O)NCCN2CCCCC2)cc1,i,i,0.8,i,i,i,i,i,i,i,i
CCNS(=O)(=O)c1ccc(CCC(=O)N2CCN(c3cccc(Cl)c3)CC2)cc1,i,i,-36.6,i,i,i,i,i,i,i,i
